# Screening data deposited in PubChem BioAssay by National Center for Advancing Translational Sciences (NCATS).
# GLS inh – glutaminase GLS (human) inhibition. 410,000 tested, 0.21% active. GLS enzymatic activity, qHTS titration. Potency, µM (highest dose often 45.5 µM), for the others: top-dose activity change, negative = inhibition, usual class: inhibitors. AID 624170. O94925; further: potency means the concentration at half of the fitted maximal effect; on the % scale 0 is the no-effect control and ±100 the full control effect
#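 hKGA; 45 mM KH2PO4 pH 8.2 + 0.02% Tween-20; cpd via pin tool; 1 mM Gln soln; GluOx/HRP/Amplex Red; RT 30 min; fluor. t0 & final.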
# Pol eta inh – blocks human DNA polymerase eta activity. Q9Y253. recombinant Pol eta, fluorescent DNA replication assay. Potency, µM (doses to about 114 µM), for the others: at the top dose activity change, negative = inhibition, usual class: inhibitors. 390,000 tested, 1.2% active. AID 588591; further: potency means the concentration at half of the fitted maximal effect; on the % scale 0 is the no-effect control and ±100 the full control effect
#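 Fluorescent replication assay: 50 nM final substrate added after a 15 min room-temperature compound preincubation with 10 nM enzyme. Signal taken at 0 min and again at 10 min.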
# G9a inh – G9a (human) methyltransferase inhibition | Q96KQ7 | G9a H3K9 monomethylation, AlphaScreen, 2 h | Potency, µM (top dose mostly 102 µM), inactives show at the highest dose activity, negative = inhibition, actives largely listed as inhibitors | 350,000 tested, 8.8% active | AID 504332; further: potency means the concentration at half of the fitted maximal effect; on the % scale 0 is the no-effect control and ±100 the full control effect; nearly all actives have a fitted effect of over 75% in size
#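 G9a (20 nM) preincubated 15 min RT with compounds, then 500 nM biotinylated H3K9 peptide and 20 uM SAM added; 2 h RT reaction. Monomethyl-H3K9 product detected by AlphaScreen with anti-H3K9me1 antibody, streptavidin donor and anti-rabbit IgG acceptor beads.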
# PI4K2A inh – blocks human PI4K2A kinase activity; Q9BTU6; purified PI4K2A, ADP-Glo luminescence, 1 h; active compounds read low; activity change, negative = inhibition, % at 76.9 µM; 420,000 tested, 0.13% active; in the data active means activity change below about -50%; inconclusive means mostly about -30% to -49%;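 further: -100% = wells without enzyme as full effect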
# Target sequence (Q9BTU6 whole entry, looked up): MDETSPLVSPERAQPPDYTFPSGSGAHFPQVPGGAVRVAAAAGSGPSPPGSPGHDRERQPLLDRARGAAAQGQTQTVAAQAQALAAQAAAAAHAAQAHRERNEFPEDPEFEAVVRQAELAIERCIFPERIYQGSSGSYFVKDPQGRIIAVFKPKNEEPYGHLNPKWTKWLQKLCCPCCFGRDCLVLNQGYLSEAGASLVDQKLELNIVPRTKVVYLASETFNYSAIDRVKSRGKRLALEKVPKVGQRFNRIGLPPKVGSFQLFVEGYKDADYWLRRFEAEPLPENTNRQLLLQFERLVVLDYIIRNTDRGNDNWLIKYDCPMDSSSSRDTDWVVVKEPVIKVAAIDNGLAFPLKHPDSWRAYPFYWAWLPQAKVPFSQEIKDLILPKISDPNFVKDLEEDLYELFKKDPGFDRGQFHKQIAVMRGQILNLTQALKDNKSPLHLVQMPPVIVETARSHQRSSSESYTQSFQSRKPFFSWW
#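 Compounds are screened against recombinant PI4K2A using PI as substrate and ATP, the latter dispensed at 300 microM. Reactions run one hour at ambient temperature before ADP-Glo detection; full inhibition defined by wells lacking enzyme.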
# Pin1 inh – inhibitors of human Pin1; Q13526; Pin1 FP peptide displacement, HiFluor488, 10 min; Potency, µM (top dose mostly 115 µM), for the others: top-dose activity, negative = inhibition, actives largely listed as inhibitors; 390,000 tested, 0.009% active; AID 504891; active means well fitted inhibition curve with a large enough effect in the polarisation, with a control signal flat, not every such curve was filed as active; inconclusive means small, poorly fitted or top-dose-only effect, or effect the other way, or a change in a side signal; inactive means no such curve, though single readings can be large or run the other way; the % refers to the polarisation; further: potency means the concentration at half of the fitted maximal effect; on the % scale 0 is the no-effect control and ±100 the full control effect
# Target sequence (Q13526 whole entry, looked up): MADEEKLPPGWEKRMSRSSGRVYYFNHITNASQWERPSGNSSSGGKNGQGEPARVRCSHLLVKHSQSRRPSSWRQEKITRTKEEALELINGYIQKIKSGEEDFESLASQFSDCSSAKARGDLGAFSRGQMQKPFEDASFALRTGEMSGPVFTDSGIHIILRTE
# HP1b binding inh – blocks HP1-beta chromodomain binding to methylated histone tails; 390,000 tested, 0.56% active; AlphaScreen HP1-beta / biotin-H3K9me3 peptide binding; Potency, µM (top dose mostly 114 µM), for the others: at the top dose activity change, negative = inhibition, actives largely listed as inhibitors; P83916; further: potency means the concentration at half of the fitted maximal effect; nearly all actives have a fitted effect of over 70% in size; inactives centre near 23
# Target sequence (P83916 whole entry, looked up): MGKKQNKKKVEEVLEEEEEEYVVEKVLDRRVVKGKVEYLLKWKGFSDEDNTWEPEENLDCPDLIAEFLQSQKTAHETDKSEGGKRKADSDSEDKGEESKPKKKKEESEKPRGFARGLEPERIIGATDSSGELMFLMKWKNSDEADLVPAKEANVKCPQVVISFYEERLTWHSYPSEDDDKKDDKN
#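 Compound inhibition of the preformed complex between 50 nM HP1-beta and 50 nM biotinylated H3K9me3 peptide was read by AlphaScreen. Buffer was PBS pH 7.4 with 0.01% Tween-20. Incubations ran 30 min at room temperature, with 10 ug/mL donor/acceptor beads.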
# PGK inhibitor – T. brucei PGK inhibition; Potency, µM (series often up to 57.5 µM), without a hit: at the highest dose activity change, negative = inhibition, actives largely listed as inhibitors; P07378; PGK/GAPDH coupled, Kinase-Glo luminescence, 60 min; 380,000 tested, 0.043% active; further: potency means the concentration at half of the fitted maximal effect; on the % scale 0 is the no-effect control and ±100 the full control effect; nearly all actives have a fitted effect of over 60% in size
#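 Recombinant glycosomal PGK reaction used 1,3-bisphosphoglycerate generated in-well by GAPDH (100nM final) in 100mM TEA pH 7.6, 5mM MgCl2, 0.01% Tween-20. After 60 minutes at room temperature, ATP was read by Kinase-Glo Plus luminescence end-point.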
# BAZ2B block – inhibitors of human BAZ2B bromodomain; AlphaScreen BAZ2B-H3K14Ac peptide displacement; Potency, µM (highest dose often 114 µM), for inactives: at the top dose activity change, negative = inhibition, actives largely listed as inhibitors; 360,000 tested, 4.4% active; further: potency means the concentration at half of the fitted maximal effect; on the % scale 0 is the no-effect control and ±100 the full control effect; nearly all actives have a fitted effect of over 60% in size
#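 BAZ2B 50 nM plus b-H3(5-23)K14Ac 50 nM, PBS pH 7.4/0.01% Tween-20, 30 min RT; compound added (max 110 uM), 30 min RT; streptavidin donor/Ni-chelate acceptor beads 10 ug/mL final, 20 min dark; AlphaScreen read.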
# JMJD2A Tudor – inhibitors of human JMJD2A Tudor domain; O75164; AlphaScreen JMJD2A-Tudor / H3K4me3 peptide binding; Potency, µM (doses to about 114 µM), for the others: at the highest dose activity change, negative = inhibition, most hits filed as inhibitors; 390,000 tested, 4.4% active; AID 504339; further: potency means the concentration at half of the fitted maximal effect; on the % scale 0 is the no-effect control and ±100 the full control effect; nearly all actives have a fitted effect of over 50% in size
# The depositor's hits bear a star; i = inactive; ? = inconclusive; . = not tested or not shown; & = joins results of further samples; [ ] = another dose, or the depositor's remark. Unless noted, the call rests on the fitted dose curve; in most records, active means well fitted curve in the direction sought with a large enough effect; inconclusive means small, poorly fitted or top-dose-only effect, or another doubt; inactive means no such curve, though single readings can be large; an effect the other way counts as inactive or inconclusive.
item	mol	GLS inh	Pol eta inh	G9a inh	PI4K2A inh	Pin1 inh	HP1b binding inh	PGK inhibitor	BAZ2B block	JMJD2A Tudor
1	O=C(Cc1cn2ccsc2n1)NCc1ccccc1	-4%	-2%	-35%[59 µM]	-2	11%	32%	i	79µM*	-34%
2	CC(CNC(=O)c1ccc(C#N)cc1)NC(=O)c1ccc(C#N)cc1 (stereo not given)	-7%	-8%	41%[0.501 µM]	3	-1%	7%	-6%	2%	-8%
3	Cc1ccc(-c2nn(Cc3ccccc3)cc2/C=C/C(=O)O)cc1	11%	-6%	-4%	-13	0%	29%	-8%	12%	-14%
4	CCCCC1CCC(C(=O)N(C)CC(=O)Nc2cccc(OC)c2)CC1 (stereo not given)	-3%	-26%	6%[12.7 µM]	-1	-3%	26%	-4%	8%	-17%
5	O=c1c(-c2ccccc2)c(O)nc(SCCN2CCOCC2)n1-c1ccccc1	8%	?	-6%	-1	3%	49%[activator]	0%	5%	-12%
6	COC(=O)CCCn1nc(NC(=O)c2ccco2)cc1C	-13%	-6%	21%	-4	1%	46%[activator]	.	4%	2%
7	Nc1nc(-c2ccccc2)c(N=Nc2ccc(Cl)cc2)s1	2%	-12%	2µM*	-11	14%	?	-3%	?	?
8	Cc1nn(CC(=O)NCC(C)c2ccccc2)c(=O)c2cc3ccccc3n12 (stereo not given)	13%	-12%	0%[59 µM]	-23	11%	12%	1%	-7%	-4%
9	COc1ccc(-n2nc3c(c2NC(=O)c2ccc(S(=O)(=O)N4CCOCC4)cc2)CS(=O)(=O)C3)cc1	8%	0%	?	2	?	18%	4%	.	-8%
10	Cc1[nH]c2ccccc2c1Cc1nnc(SCCC#N)o1	-3%	-11%	-4%[59 µM]	4	0%	8%	-8%	-6%	-19%[57.1 µM]
11	CCN1C[C@@H]2[C@@H]3C(=O)N(Cc4ccccc4)C(=O)[C@@H]3[C@](C)(C1=O)N2C(=O)c1ccc(Cl)c(Cl)c1	5%	-22%	.	1	0%	34%	2%	.	-15%
12	O=S(=O)(NCCc1ccccc1)c1ccc(F)cc1	0%	-24%	19%	-1	-10%	9%	-8%	0%	10%
13	CC(C)(C)C(=O)OCCn1c(=O)c2cc3c(=O)n(CCOC(=O)C(C)(C)C)c(=O)c3cc2c1=O	-2%	-9%	2%	-4	0%	30%	-9%	-2%	-21%[57.1 µM]
14	O=C(c1ccccc1)c1coc(-c2ccccc2)c1	3%	-13%	.	-6	-2%	70%[activator]	-6%	.	9%
15	Cc1ccc(C)c(S(=O)(=O)N2CCCCC2CCNC(=O)C(=O)NCc2ccncc2)c1 (stereo not given)	1%	-20%	-29%	-2	-3%	33%	2%	5%	-3%
16	CCOc1ccc(C(=O)NC(C(=O)NCCc2ccc(S(N)(=O)=O)cc2)C(C)C)cc1 (stereo not given)	-1%	-17%	-1%[59 µM]	-6	-8%	-7%	0%	1%	-15%[57.1 µM]
17	COc1ccc(CCNC(=O)C2CCN(S(=O)(=O)c3c(C)noc3/C=C/c3ccc(C)cc3)CC2)cc1OC	-2%	-4%	-2%[59 µM]	-2	-5%	26%[57 µM]	-6%	-1%	1%
18	CN(C)/C=C(/C(=O)c1ccccc1)n1cncn1	-7%	-19%	9%[59 µM]	-4	-1%	50%[activator]	5%	1%	3%[57.1 µM]
19	O=C(NC1CCCC1)C(c1ccncc1)N(CC1CCCO1)C(=O)Cn1nnc(-c2cccs2)n1 (stereo not given)	2%	0%	50µM*	3	0%	22%	-7%	11%	-8%
20	CC1=NN(c2ccc(Cl)c(C(=O)O)c2)C(=O)/C1=C\c1ccc(-c2ccc(C(=O)O)cc2)o1	?	13µM*	8.9µM*	?	?	-15%	-21%	50µM*	?
21	FCCCOc1ccc(-c2nccc(-c3ccccn3)n2)cc1	-5%	-16%	160%[activator]	-1	1%	166%[activator]	i	75%[activator]	80%[activator]
22	Cn1c(/N=C/c2c(O)ccc3ccccc23)nc2ccccc21	?	89µM*	1.8µM*	-16	-3%	?	-11%	56µM*	40µM*
23	COc1cccc(/C=N/NC(=O)NC2CCCCC2)c1O	6%	4%	6%	0	-4%	27%	-7%	1%	-15%
24	Cn1c(C(=O)NCC2CCCO2)cc2c(=O)n3ccccc3nc21 (stereo not given)	9%	-16%	2%	5	-2%	27%	-7%	5%	-10%
25	Cc1ccc(NC(=O)C2CC(=O)Nc3ncnn32)c(C)c1 (stereo not given)	-8%	-14%	?	0	11%	77%[activator]	10%	0%	-4%
26	O=c1c2ccccc2nc(SCCN2CCCCC2)n1CCc1ccccc1	-11%	-21%	-7%	4	5%	-13%	-4%	-7%	-26%
27	COc1coc(C(O)CN)cc1=O (stereo not given)	0%	-11%	8%[59 µM]	-2	-11%	21%	i	4%	-2%
28	CCn1c(=O)cc(SCC(=O)Nc2ccc(Cl)cc2)c2ccccc21	4%	-14%	5%	-4	-1%	17%	-1%	2%	-15%
29	O=C(NCC(=O)N1CCCCCCC1)c1ccccc1Cl	-1%	-8%	9%[12.7 µM]	-7	3%	23%	-4%	6%	-11%
30	O=C(c1ccc([N+](=O)[O-])s1)N1CCN(c2cccc(Cl)c2)CC1	10%	-17%	22µM*	2	-6%	?	6%	25µM*	45µM*
31	O=C1Nc2ccccc2C12OCC1(CO2)COC2(OC1)C(=O)Nc1ccccc12 (stereo not given)	9%	-15%	?	1	-3%	-10%	-2%	-4%	-9%
32	CC(C)C(=O)NCCCc1ccccc1	2%	-12%	44%[12.7 µM]	2	-2%	9%	-4%	-5%	-6%
33	Cc1cccc(-n2cc(CNCCc3nc(C)cc(C)n3)c(-c3cccc(F)c3)n2)c1	-11%	-14%	?	3	-9%	55%[activator]	-9%	-20%	-30%
34	CNC(=O)CCn1nc(-c2ccc(Cl)cc2)c2ccccc2c1=O	11%	-6%	3%[12.7 µM]	2	-3%	3%	-9%	9%	-15%
35	CC1CCCCN1C(=O)Cn1c(=O)n(-c2ccc(F)cc2)c(=O)c2sccc21 (stereo not given)	6%	-2%	10%[59 µM]	8	-3%	15%	-3%	-21%	-14%[11.4 µM]
36	COc1ccc(N2CCN(C(=O)CSc3nc4cc(OC)c(OC)cc4cc3C#N)CC2)cc1	16%	?	?	-28	?	?	-7%	-39%	56µM*
37	c1ccc2c(c1)Nc1nccnc1S2	-4%	-7%	?	-2	9%	-23%	-7%	-1%	45µM*
38	NC(=O)c1ccccc1NC(=O)c1cc(S(=O)(=O)N2CCCCC2)ccc1N1CCOCC1	1%	-19%	?	-1	-5%	30%	-3%	-1%	-18%
39	CC(c1cccnc1)N(CCN(C)C)C(=O)Nc1ccc(Cl)cc1 (stereo not given)	5%	-15%	-2%	1	1%	60%[activator]	-10%	10%	-13%
40	C=CCOc1ccc(C2C(C(=O)c3ccco3)=C(O)C(=O)N2CCCN(CC)CC)cc1 (stereo not given)	0%	9%	?	3	0%	28%	-9%	-21%	-12%
41	O=C(c1cc2ccccc2oc1=O)N(Cc1ccccc1)Cc1ccc2c(c1)OCO2	-32%	-7%	-19%[59 µM]	0	1%	4%	-3%	-2%	-23%
42	O=C(c1cc2c(s1)-c1ccccc1OC2)N1CCN(c2ccc(F)cc2)CC1	2%	4%	6%[59 µM]	1	20%	41%[activator]	3%	-1%	-21%
43	Cc1cccc(-n2nnnc2SCC(=O)Nc2cccc(S(N)(=O)=O)c2)c1	0%	0%	.	3	3%	40%[activator]	i	-19%	-12%
44	COc1cc2nc(N(CCN(C)C)C(=O)c3ccc(S(=O)(=O)N(C)CC4CCCO4)cc3)sc2cc1OC (stereo not given)	-2%	-16%	32µM*	-2	0%	28%	-6%	?	-19%
45	C#CCN(C(=O)Nc1ccccc1)c1ccccc1	5%	-15%	37%[59 µM]	2	-10%	27%	1%	38%	-16%
46	CCOc1ccc(NC(=O)CN(C)CC(=O)Nc2ccccc2SC)cc1OCC	1%	-19%	-3%[59 µM]	-3	-4%	34%	-4%	?	-10%
47	C/C=C/c1ccccc1OCc1ccc(C(=O)OC)o1	-10%	?	160%[activator]	3	-5%	220%[activator]	-2%	86%[activator]	24%[57.1 µM]
48	Cc1ccc(CNC(=O)Cn2ncc3c([nH]c4ccc(C)cc43)c2=O)cc1	9%	-19%	-23%[59 µM]	1	-4%	12%	6%	9%[57.1 µM]	-5%
49	CNC(=O)CSCc1c(Cl)cccc1Cl	2%	0%	-4%[12.7 µM]	1	1%	10%	2%	5%	1%
50	CC(=O)Nc1ccc(S(=O)(=O)NCCS(=O)(=O)N2CCN(c3ccccc3F)CC2)cc1	?	-23%&-8%	18%&-2%[59 µM]	-4&-2	-2%&0%	49%&2%[activator]	-3%&-5%	-3%&1%	-10%&-1%

# Following part.
item	mol	GLS inh	Pol eta inh	G9a inh	PI4K2A inh	Pin1 inh	HP1b binding inh	PGK inhibitor	BAZ2B block	JMJD2A Tudor
51	Cc1ccc(C)c(NC(=O)CSc2c(C)n[nH]c2C)c1	-2%	-18%	1%	0	13%	30%	2%	-22%	-4%
52	O=C(CCc1ccccc1)NNC(=O)c1ccncc1	11%	-12%	.	-1	3%	40%[activator]	-8%	.	-5%
53	CN(C)c1ccc(/C=C(\C#N)C(=O)OCC(=O)N(C)C2CCS(=O)(=O)C2)cc1 (stereo not given)	-4%	13%	8%[12.7 µM]	-2	?	19%	i	-11%	1%
54	COCc1nnc(NC(=O)CCc2ccccc2)s1	7%	4%	11µM*	0	0%	63%[activator]	3%	-14%	-12%
55	COc1cc(C2c3c(n[nH]c3C)C(=O)N2c2ccc(C)cc2)ccc1O (stereo not given)	7%	-8%	50µM*	7	4%	46%[activator]	1%	-6%	35%

# Only part of the results is shown; count on the stated rates, not on these rows.
